From PubChem BioAssay
inhibitors of VEEV: inhibitors of VEEV TC-83 cytopathic effect, confirmation, Vero cells (AID 588727); Vero cells, VEEV TC-83 cytopathic effect inhibition; higher % means a stronger effect; one-dose inhibition, % at 20 µM; IC50 in µM for titrated hits; hit rate 0.13% among 350,000; in the data active = a potency from the dose series; inconclusive = inhibition mostly from about 14% at the one dose, without a potency; inactive = the rest, 99 in 100 with inhibition below about 12%; also: strong numbers were not always called active
M. tuberculosis: growth inhibition of non-replicating M. tuberculosis (AID 488890). Mycobacterium tuberculosis non-replicating, growth inhibition; higher % means a stronger effect. inhibition, % at 25 µM; hits with a dose series show IC50 in µM. hit rate 0.39% among 320,000; in the data active = a potency from the dose series; inconclusive = inhibition mostly from about 82% at the one dose, without a potency; inactive = the rest, 99 in 100 with inhibition below about 76%;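 also: plate controls were DMSO cells for no effect and high antibiotic wells for full effect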
Salmonella PhoP GFP: Inhibition of PhoP regulon, Salmonella typhi GFP reporter cells, confirmation, 4 h (AID 1850); one-dose inhibition, % at 50 µM; IC50 in µM for titrated hits; hit rate 0.33% among 310,000; Salmonella Typhi PhoP-promoter GFP reporter, fluorescence, 4 h; higher % means a stronger effect; in the data active = a potency from the dose series; inconclusive = inhibition mostly from about 25% at the one dose, without a potency; inactive = the rest, 99 in 100 with inhibition below about 19%;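 also: 0% = induced wells with vehicle and 100% = uninduced wells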
M. tuberculosis HTS: M. tuberculosis growth inhibition, HTS (AID 449762). M. tuberculosis H37Rv growth inhibition, 7H9 media; higher % means a stronger effect. inhibition, % at 25 µM; hits with a dose series show IC50 in µM. hit rate 0.59% among 330,000; in the data active = a potency from the dose series; inconclusive = inhibition above about 70% without an active follow-up result;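 also: bacterial growth assessed after seven days of incubation; strong numbers were not always called active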
influenza NS1A: H1N1 influenza NS1A inhibitors, functional cell based assay (AID 504329); NS1A functional cell-based assay, percent inhibition; higher % means a stronger effect; inhibition, % at 12.5 µM, or IC50 in µM where a hit was titrated; hit rate 0.3% among 340,000; in the data active = a potency from the dose series; inconclusive = inhibition above about 27% without an active follow-up result; also: strong numbers were not always called active
inhibitors of VEEV 10K pilot screen: second read-out of inhibitors of VEEV, no call of its own (marks repeat the call); inhibition, %; measured here: 10K pilot screen inhibition
Numbers without * were called inactive; i = inactive; ? = inconclusive; . = not tested or not shown.

SMILES	inhibitors of VEEV	M. tuberculosis	Salmonella PhoP GFP	M. tuberculosis HTS	influenza NS1A	others
COc1cccc(CNC(=O)CCC2CCCN(C(=O)c3cc(C)on3)C2)c1 (configuration not stated)	0.7%	4%	-14%	6%	-13%
COC(=O)C1=C(C(=O)OC)SC2(S1)C(C(=O)OC)=C(C(=O)OC)SC1=C2c2cccc(C)c2NC1(C)C	0.1%	49%	4%	-3%	-2%
CN(Cc1ccon1)C(=O)CC1C(=O)NCCN1CC1CCCCC1 (configuration not stated)	i	1%	-6%	-6%	-1%
CCCCNC(=O)CSc1nc2cc3c(cc2c(=O)n1CCCN(CC)CC)OCO3	3.7%	9%	2%	10%	12%
O=C(CSc1ncnc2sccc12)NC1CCS(=O)(=O)C1 (configuration not stated)	i	2%	.	-1%	0%
Cc1ccc(NC(=O)C(C)OC(=O)Cn2[nH]c(=O)c3ccccc3c2=O)cc1 (configuration not stated)	1.4%	-9%	-2%	-1%	-1%
CC1Sc2ccc(C(=O)Nc3ncccc3O)cc2NC1=O (configuration not stated)	1.1%	6%	3%	7%	-3%
COc1cccc2cc(C(=O)OC(C)C(=O)c3ccc(C)cc3)c(=O)oc12 (configuration not stated)	0.3%	36%	4%	-3%	-9%
CCCN1CCC(=O)N([C@H](CSc2ccc(C)cc2)c2ccccc2)CC1	i	78%	13%	56%	5%	inhibitors of VEEV 10K pilot screen=0.0
Cc1[nH]c(=O)c(C#N)c(C)c1Br	0.7%	7%	-3%	3%	6%
Cc1cc(C(=O)OCC(=O)N2CC(=O)Nc3ccccc32)c(C)n1-c1ccccc1	6.5%	-4%	-2%	-3%	3%
Cc1[nH]c2ccccc2c1C(=O)COC(=O)C1CC(=O)N(Cc2ccccc2)C1 (configuration not stated)	9.1%	6%	-6%	-1%	-1%
Cc1noc(C)c1COc1cccc(C(=O)OC(C)C#N)c1 (configuration not stated)	0.6%	6%	-11%	2%	-14%
COc1ccc(CNC(=O)CN(Cc2ccco2)C(=O)CNS(=O)(=O)c2ccc(F)cc2)cc1	i	-9%	7%	-7%	5%
CC(CNC(=O)c1cc(COc2c(F)cccc2F)on1)Oc1cccnc1 (configuration not stated)	4.2%	22%	-3%	3%	6%
CCOC(=O)Cn1cc(C#N)c2ccccc21	i	6.2µM*	4%	-1%	7%
COc1c(O)cc2oc(-c3ccc(O)c(O)c3)cc(=O)c2c1O	2.9%	-14%	9%	-1%	3%
COCCNC(=O)NC(=O)COC(=O)Cc1ccc2c(c1)OCCO2	i	3%	5%	-14%	1%
N#CCCN1CCN(Cn2c3ccccc3c3ccccc32)CC1	1.8%	13%	-31%	11%	-16%
Cc1ccc(C)c(S(=O)(=O)N2CCN(C(=O)C3CCN(c4ncnc5sc(C)c(C)c45)CC3)CC2)c1	8.9%	62%	-6%	?	9%

A stretch taken from the entries so far, for reference:
SMILES	inhibitors of VEEV	M. tuberculosis	Salmonella PhoP GFP	M. tuberculosis HTS	influenza NS1A	others
Cc1cc(C(=O)OCC(=O)N2CC(=O)Nc3ccccc32)c(C)n1-c1ccccc1	6.5%	-4%	-2%	-3%	3%
Cc1[nH]c2ccccc2c1C(=O)COC(=O)C1CC(=O)N(Cc2ccccc2)C1 (configuration not stated)	9.1%	6%	-6%	-1%	-1%
Cc1noc(C)c1COc1cccc(C(=O)OC(C)C#N)c1 (configuration not stated)	0.6%	6%	-11%	2%	-14%

Next part:
SMILES	inhibitors of VEEV	M. tuberculosis	Salmonella PhoP GFP	M. tuberculosis HTS	influenza NS1A	others
CN1CCN(/N=C/c2c(O)n(C)c(=O)n(C)c2=O)CC1	1.2%	-26%	-10%	0%	8%
O=C(CCC1CCCC1)NCCCNC(=O)CCC1CCCC1	1.3%	73%	3%	0%	-10%
O=C(C1CC(=O)N(c2ccc3c(c2)OCCO3)C1)N1CCN(c2ccccc2)CC1 (configuration not stated)	3.5%	4%	3%	-2%	-1%
CCOC(=O)C1=C(C)N(CCCC(=O)O)C(=O)NC1c1ccccc1OS(=O)(=O)c1ccc([N+](=O)[O-])cc1 (configuration not stated)	i	-12%	3%	0%	-6%	inhibitors of VEEV 10K pilot screen=0.0
O=C(N/N=C/c1cn(-c2ccccc2)nc1-c1cccnc1)c1ccccc1	12%	-7%	9%	43%	-7%
CCCSc1nnc(N)s1	i	-5%	-8%	31%	-11%
CC(Cc1ccc(O)c(O)c1)C(C)Cc1ccc(O)c(O)c1 (configuration not stated)	.	-10%	-12%	14%	.
COc1cc(C)ccc1OCCCOc1ccccc1Cl	1.4%	22%	14%	10%	-7%
COC(=O)CN1C(=S)N(Cc2ccccc2)C(=O)C1CC(=O)Nc1ccc(OC)cc1 (configuration not stated)	1.7%	59%	-1%	0%	-6%
CC(C)(C)OC(=O)NCCCCCc1nnc(SCc2ccc(F)cc2)o1	3.2%	?	3%	14µM*	.

Reprinted at random: 2 entries already listed.
SMILES	inhibitors of VEEV	M. tuberculosis	Salmonella PhoP GFP	M. tuberculosis HTS	influenza NS1A	others
Cc1[nH]c(=O)c(C#N)c(C)c1Br	0.7%	7%	-3%	3%	6%
Cc1[nH]c2ccccc2c1C(=O)COC(=O)C1CC(=O)N(Cc2ccccc2)C1 (configuration not stated)	9.1%	6%	-6%	-1%	-1%

(list continues)
SMILES	inhibitors of VEEV	M. tuberculosis	Salmonella PhoP GFP	M. tuberculosis HTS	influenza NS1A	others
CN(C)CCNC(=O)Cn1nc(C(F)F)cc1C1CC1	i	4%	-4%	2%	7%
CCc1nc(SCC(=O)N2c3ccccc3CC2C)c2c(C)c(C)sc2n1 (configuration not stated)	?	32%	-2%	15%	14%
COc1ccc(C)cc1NC(=O)CCN1CCN(C/C=C/c2ccccc2)CC1	i	?	3%	6%	-9%
Cc1cc(Cl)nc(Cl)c1C(=O)NCCc1ccccc1	0.5%	5%	.	5%	-7%
NC(N)=N/N=C/c1ccc(OCc2ccccc2)c(OCc2ccccc2)c1	i	?	-1%	54%	49µM*
COC(=O)c1ccc(Cn2cnc3ccccc3c2=O)cc1	i	48%	32%	-7%	-2%
O=C(NC1CCCCC1)C12CC3CC(C1)CC(n1cncn1)(C3)C2	6.6%	-11%	-2%	-5%	-3%
CCCCN1C2=NC(c3ccccc3)CN2c2ccccc21 (configuration not stated)	i	11%	7%	-1%	0%
CC(C)c1ccc(CNC(=O)C(=O)NCCCn2ccnc2)cc1	i	10%	-8%	7%	-8%
Cc1cccc(NC(=O)/C=C/c2cccs2)n1	1.4%	36%	-3%	3%	-1%

Gathered by group, the entries above with a thiophene ring, fused or not
SMILES	inhibitors of VEEV	M. tuberculosis	Salmonella PhoP GFP	M. tuberculosis HTS	influenza NS1A	others
O=C(CSc1ncnc2sccc12)NC1CCS(=O)(=O)C1 (configuration not stated)	i	2%	.	-1%	0%
Cc1ccc(C)c(S(=O)(=O)N2CCN(C(=O)C3CCN(c4ncnc5sc(C)c(C)c45)CC3)CC2)c1	8.9%	62%	-6%	?	9%
CCc1nc(SCC(=O)N2c3ccccc3CC2C)c2c(C)c(C)sc2n1 (configuration not stated)	?	32%	-2%	15%	14%
Cc1cccc(NC(=O)/C=C/c2cccs2)n1	1.4%	36%	-3%	3%	-1%

The listing continues.
SMILES	inhibitors of VEEV	M. tuberculosis	Salmonella PhoP GFP	M. tuberculosis HTS	influenza NS1A	others
O=C(NCCCn1ccnc1)C1CCCN(S(=O)(=O)c2cc(Cl)ccc2Cl)C1 (configuration not stated)	i	5%	6%	-10%	0%
Cc1cccc(N(CC(=O)NC2CCCC2)C(=O)CCC(=O)Nc2ccccn2)c1	5.3%	-7%	-6%	-3%	-4%
O=C(CCl)Nc1ccc(Sc2ccc(NC(=O)CCl)cc2)cc1	12%	.	.	.	-4%
CCOc1ccc(C2C(C(=O)c3cccs3)=C(O)C(=O)N2Cc2cccnc2)cc1 (configuration not stated)	1.1%	23%	2%	1%	2%
CCOc1ccccc1N(CC(=O)NC(C)(C)C)C(=O)Cn1nnc(-c2ccc(C)o2)n1	5.5%	-13%	5%	-5%	-6%
O=c1c2[nH]c3ccc(Br)cc3c2ncn1Cc1ccncc1	.	-9%	1%	1%	.
COc1cccc(-c2c(C(=O)N/N=C/c3cccs3)nnn2-c2nonc2N)c1	1.6%	-6%	10%	5%	-1%
OC1CCN(Cc2ccc(OCc3ccccc3)cc2)CC1	i	17%	0%	8%	-7%
CCCCn1c(N)c(N(CCOC)C(=O)c2sc3ccccc3c2Cl)c(=O)[nH]c1=O	3.0%	4%	-4%	0%	-15%
COc1ccc(/C=N/Nc2nc(-c3cccnc3)nc3ccccc23)c(OC)c1	2.4%	47%	-2%	9%	-29%
CCn1c(=S)sc2c(=O)n(CC(=O)NCCCc3ccccc3)c(C)nc21	i	0%	-3%	2%	-2%
CCOc1ccc(/C(O)=C/C(=O)C(=O)Nc2ccc(S(=O)(=O)NC(C)=O)cc2)cc1	1.1%	14%	-6%	-5%	0%
CC(NC(=O)C1CCN(S(=O)(=O)N2CCC3(CC2)OCCO3)CC1)c1ccccc1 (configuration not stated)	0.8%	4%	-2%	-7%	2%
C[C@@H]1CN(Cc2cn(C)nc2-c2cccc(Cl)c2)C[C@H](C)O1	0.7%	-14%	5%	3%	-9%	inhibitors of VEEV 10K pilot screen=0.6
CCCCn1c(N)c(N(CCOC)C(=O)c2ccco2)c(=O)[nH]c1=O	i	-3%	0%	-6%	-2%
CCC(c1nnnn1CCc1ccccc1)N(Cc1ccco1)Cc1cc2cccc(C)c2[nH]c1=O (configuration not stated)	6.8%	34%	5%	1%	10%
COc1ccc(C2CC(=O)N(C)c3ccccc3S2)cc1OC (configuration not stated)	3.5%	-5%	2%	0%	-5%
Cc1ccc(CNc2ncc(-c3ccc4c(c3)OCO4)n2C)cc1	2.4%	63%	-2%	?	9%
O=[N+]([O-])c1ccc(Cn2cc(-c3cccc(C(F)(F)F)c3)nn2)cc1	i	9%	-4%	7%	14%
S=c1[nH]c2ccc(Cc3ccc4[nH]c(=S)[nH]c4c3)cc2[nH]1	0.4%	-6%	-13%	7%	-6%
COc1ccc(OC)c(NC(=O)[C@@]2(CC(=O)O)CC(/C=C/c3ccccc3)=NO2)c1	1.9%	-13%	0%	-3%	-5%
COc1ccc(C)cc1N(CC(=O)N1CCCC1)S(=O)(=O)c1ccccc1	i	-2%	-9%	4%	-2%
CN1c2ccccc2C(O)=C(C(=S)Nc2ccc(Cl)cc2)S1(=O)=O	0.5%	54%	6%	4%	5%	inhibitors of VEEV 10K pilot screen=2.2
O=C(Oc1ccc[nH]c1=O)c1cc([N+](=O)[O-])cc([N+](=O)[O-])c1	1.0%	7%	145%	3%	23%
CC1CCCN(S(=O)(=O)c2ccc(NC(=O)CCN3C(=O)c4ccccc4C3=O)cc2)C1 (configuration not stated)	i	2%	-3%	0%	-5%
CCc1c(C(=O)OC)nnc2cc(C)nn12	i	4%	-8%	5%	-2%
O=C(NCC1CCCCN1)c1cc(OCC(F)(F)F)ccc1OCC(F)(F)F (configuration not stated)	i	-1%	-2%	2%	8%
COC(=O)c1ccc(/C=C/C(=O)OCC(=O)c2ccc[nH]2)cc1	1.7%	24%	.	5%	-23%
CC(=O)Nc1ccc(S(=O)(=O)NNC(=O)COc2cccc3ccccc23)cc1	0.3%	8%	-13%	7%	-5%
CC(=O)NC1=NN(C(C)=O)C(C)(c2cccc([N+](=O)[O-])c2)S1 (configuration not stated)	1.0%	7%	-14%	1%	-5%
CCOc1ccc(S(=O)(=O)Oc2ccc3ccccc3c2)cc1	3.8%	63%	0%	10%	0%
CNCCCCOc1ccccc1-c1ccccc1	i	35%	-1%	4%	11%
CCOC(=O)C1=C(COC(=O)CSc2ccc(Br)cc2)NC(=O)NC1C (configuration not stated)	0.2%	-3%	5%	-3%	-3%
Cc1nc(-n2cc(F)c(=O)[nH]c2=O)c2nc(C)oc2n1	3.3%	12%	-5%	1%	-3%	inhibitors of VEEV 10K pilot screen=1.1
O=c1cc(-c2c(O)c3ccccc3n(Cc3ccccc3)c2=O)[nH][nH]1	2.4%	-4%	-2%	-5%	3%
CC1(C)CC(=O)C(C=NC2CCCCC2)=C(O)C1	0.3%	-13%	3%	5%	-4%
Cc1ccnc(NC(=O)c2ccc(S(=O)(=O)c3ccccc3)cc2)c1	0.1%	35%	-3%	0%	-3%	inhibitors of VEEV 10K pilot screen=3.8
COC(=O)c1ccc(NC(=O)COc2ccc(C3C(C#N)=C(N)Oc4c3ccc3ccccc43)cc2OC)cc1 (configuration not stated)	i	23%	-5%	-5%	-7%
CN(c1ccc(F)cc1)S(=O)(=O)c1ccc(Cl)c(C(=O)NCC2(N3CCOCC3)CCCCC2)c1	3.4%	.	.	.	-5%
CC(C)C(=O)Nc1c2c(nn1-c1ccc(F)cc1)CS(=O)(=O)C2	i	-9%	-6%	-5%	2%
CCOC(=O)c1nnn(-c2nonc2N)c1C	i	-3%	-3%	6%	2%
